NPR1 activator: GC-A stimulated cGMP production enhancers – HEK293 GC-A cells, cGMP TR-FRET, EC30 ANP, primary screen | Atrial natriuretic peptide receptor 1 (Homo sapiens), P16066 | AID 1671463, 2021 | 370,000 tested, 0.14% active | activation, % at 10 µM | 0% at EC30 ANP, 100% saturating ANP; in the data active = activation above about 40%
DAX1 inh-1: DAX1 (NR0B1) inhibitors, primary screen, cell-based, HEK293, Gal4-DAX1, luciferase luminescence; HEK293 Gal4-DAX1 luciferase reporter; AID 504766, 2011; inhibition, % at 6.75 µM; 340,000 tested, 0.99% active; Nuclear receptor subfamily 0 group B member 1 (Homo sapiens), P51843;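 active = inhibition above the mean over all tested compounds plus 3 SD, cut at about 4.2% in these data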;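 also: 0% = DAX1-transfected cells with DMSO and 100% = empty-vector control cells with DMSO; inhibition shows as a rise in luminescence from relieved DAX1 repression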
Target sequence (P51843 207-470 limits assumed): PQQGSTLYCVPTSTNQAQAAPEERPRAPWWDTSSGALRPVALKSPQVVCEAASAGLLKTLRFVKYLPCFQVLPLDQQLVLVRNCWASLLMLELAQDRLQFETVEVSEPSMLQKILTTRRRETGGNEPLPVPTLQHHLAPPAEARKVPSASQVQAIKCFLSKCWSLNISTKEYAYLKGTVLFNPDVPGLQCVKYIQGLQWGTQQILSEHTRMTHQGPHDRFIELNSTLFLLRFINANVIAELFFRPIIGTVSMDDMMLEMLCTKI
hgDAF12 agonist: H. glycines DAF-12 receptor agonists, primary screen, cell-based, luminescence, HEK293, GAL4 fusion, UAS-luciferase; Nuclear hormone receptor DAF-12 (Heterodera glycines), GAL4 fusion; HEK293 GAL4-hgDAF12 UAS-luciferase reporter, agonist luminescence; normalized to butyrate control; activation, % at 6.8 µM; 370,000 tested, 1.8% active; AID 687014, 2013;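 active = activation above a cutoff set at the mean of all screened compounds plus 3 SD, cut at about 10% in these data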;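 also: 0% = DMSO wells and 100% = sodium butyrate wells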
NPR2 activator: human GC-B receptor activators, primary screen, HEK293 GC-B cells, cGMP TR-FRET, EC30 CNP; activation, % at 10 µM; 0% at EC30 CNP, 100% saturating CNP; AID 1920062, 2024; 370,000 tested, 0.11% active;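 active = activation at 10 µM reaching about 35% in either raw or pattern-adjusted values, limit read from the data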
SMARCA2 activ: SMARCA2 (BRM) function activators, primary screen, cell-based, luminescence, high throughput. MG213 cells, MMTV-luciferase reporter, dexamethasone, overnight. activation, % at 9.1 µM. 370,000 tested, 1% active. AID 652017, 2013; in the data active = activation above about 7.8%;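 also: 0% = vehicle wells and 100% = reference activator wells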
hcDAF-12 act: H. contortus DAF-12 nuclear receptor activators, primary screen, cell-based, luminescence, HEK293, lit1-tk-luc reporter; HEK293 hcDAF-12 lit1-tk-luc reporter; 0% DMSO, 100% Δ7-dafachronic acid; activation, % at 6.8 µM; 370,000 tested, 1.4% active; AID 652067, 2013;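 active = activation above the mean of all tested compounds plus 3 SD, cut at about 5.5% in these data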;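 also: 100% = response to 3 µM Δ7-dafachronic acid high control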
sPLA2-III inh: human group III sPLA2 inhibitors, primary screen, biochemical, QFRET, BODIPY PC-A2 liposome substrate; Group 3 secretory phospholipase A2 (Homo sapiens), Q9NZ20; QFRET BODIPY PC-A2 liposome hydrolysis, fluorescence; inhibition, % at 12.2 µM; 370,000 tested, 0.56% active;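 active = inhibition above mean plus 3 SD of compounds lying within the high and low control bounds, cut at about 19% in these data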;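 also: 0% = median of test compound wells and 100% = no enzyme DMSO wells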
Target sequence (Q9NZ20 whole entry, looked up): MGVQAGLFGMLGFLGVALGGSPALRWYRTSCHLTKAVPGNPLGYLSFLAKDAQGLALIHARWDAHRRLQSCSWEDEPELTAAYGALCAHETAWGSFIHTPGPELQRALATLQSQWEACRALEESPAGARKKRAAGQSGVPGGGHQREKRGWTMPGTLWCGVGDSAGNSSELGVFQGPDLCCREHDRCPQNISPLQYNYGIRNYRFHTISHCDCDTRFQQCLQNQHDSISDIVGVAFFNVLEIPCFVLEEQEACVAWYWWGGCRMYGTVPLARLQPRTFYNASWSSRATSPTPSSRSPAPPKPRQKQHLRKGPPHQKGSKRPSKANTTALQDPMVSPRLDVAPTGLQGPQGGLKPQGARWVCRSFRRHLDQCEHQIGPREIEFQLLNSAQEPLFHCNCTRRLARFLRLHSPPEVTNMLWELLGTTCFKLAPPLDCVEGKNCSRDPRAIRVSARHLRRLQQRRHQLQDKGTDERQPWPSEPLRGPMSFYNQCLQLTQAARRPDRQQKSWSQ
proKLK7 act: proKLK7 zymogen activators, primary screen, biochemical, fluorescence intensity | purified proKLK7, EDANS-DABCYL substrate fluorescence; 100% is mature enzyme control, 0% vehicle | activation, % at 7 µM | 370,000 tested, 0.9% active | Kallikrein-7 (Homo sapiens), P49862;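 active = activation above the mean of all tested compounds plus 3 SD, computed per campaign excluding outliers beyond control limits, cut at about 13% in these data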
Target sequence (P49862 whole entry, looked up): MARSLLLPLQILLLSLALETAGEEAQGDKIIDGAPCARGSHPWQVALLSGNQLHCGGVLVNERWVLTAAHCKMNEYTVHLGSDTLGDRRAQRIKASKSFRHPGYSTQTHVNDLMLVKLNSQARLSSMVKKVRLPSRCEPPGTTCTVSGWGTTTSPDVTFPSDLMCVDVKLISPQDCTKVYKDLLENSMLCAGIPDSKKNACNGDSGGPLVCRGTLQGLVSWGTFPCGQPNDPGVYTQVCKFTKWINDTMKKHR
DAX1 inh-2: DAX1 (NR0B1) inhibitors on StAR promoter, primary screen, cell-based, luminescence, SF-1 (NR5A1), full-length DAX-1; AID 652010, 2013; HEK293T StAR-luciferase reporter, SF-1/DAX-1 repression relief; 370,000 tested, 1.1% active; inhibition, % at 6.8 µM;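 active = inhibition above the mean over all tested compounds plus 3 SD, cut at about 3.6% in these data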;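 also: 0% = DAX-1 cells with DMSO and 100% = cells lacking DAX-1 with DMSO; higher inhibition means more luminescence from relief of DAX-1 repression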
ssDAF-12 act: S. stercoralis DAF-12 nuclear receptor activators, primary screen, cell-based, luminescence, HEK293, GRIP1 co-expression, lit1-tk-luc; activation, % at 6.8 µM; 370,000 tested, 1% active; HEK293 ssDAF-12/GRIP1 lit1-tk-luc reporter; % of 3 µM dafachronic acid response;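 active = activation above the mean over all tested compounds plus 3 SD, cut at about 0.9% in these data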;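 also: 0% = DMSO-only wells and 100% = 3 µM delta7-dafachronic acid wells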
GAA850 FXN act: FXN promoter activators, primary screen, cell-based, luciferase luminescence, HEK293 lucGAA850; activation, % at 6 µM; 360,000 tested, 0.56% active; HEK293 lucGAA850 FXN promoter luciferase reporter, 24 h; percent of 10 µM SAHA response;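 active = activation above the average of all compounds screened plus 3 SD, cutoff fixed separately per campaign, cut at about 7.5% in these data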;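 also: 0% = DMSO wells and 100% = 10 µM SAHA wells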
Numbers without * were called inactive; . = not tested or not shown.

SMILES	NPR1 activator	DAX1 inh-1	hgDAF12 agonist	NPR2 activator	SMARCA2 activ	hcDAF-12 act	sPLA2-III inh	proKLK7 act	DAX1 inh-2	ssDAF-12 act	GAA850 FXN act
COc1ccc(/C=C/C(=O)OCC(=O)c2c(N)n(C)c(=O)n(C)c2=O)c(OC)c1	4	-0.1	0.7	-6	3	-0.9	1	0.1	-0.6	-1.3	0.6
CC(C)S(=O)(=O)N1CCN(c2ccnc3cc(Cl)ccc23)CC1	-4	.	-3.5	-6	-1	-1.6	-8	0.5	-1.2	-0.9	-0.2
CCc1ccc(C=NC23CN4CN(CN(C4)C2)C3)s1	1	1.8	-1.3	1	-2	-0.9	1	-0.2	0.6	-1.5	0.4
Nn1c(SCC(=O)N2CCCCC2)nnc1-c1ccncc1	3	0.0	-1.6	4	1	0.1	-2	0.7	0.8	-0.8	1.9
O=C(O)COc1c(-c2ccccc2)oc2ccccc2c1=O	0	1.7	0.5	-1	2	-0.9	6	1.5	0.3	-1.7	-2.0
CN(C)C(CNC(=O)c1ccc2nccnc2c1)c1ccco1 (stereo not given)	-3	1.7	-0.6	0	-2	-0.1	6	-0.8	0.7	-1.7	0.6
O=c1c(Cc2ccccc2)c(O)ccn1CCc1cnc[nH]1	-1	0.7	-1.5	-2	-2	-0.7	4	0.1	0.8	-1.9	0.1
COc1ccc(C(C)c2cc3c(cc2OCC(=O)O)OCO3)cc1 (stereo not given)	3	.	-2.1	0	-4	-0.2	-2	-0.2	0.4	-1.2	.
CC(=O)NC1C(Oc2ccc3c(C)cc(=O)oc3c2)OC(COC(C)=O)C(OC(C)=O)C1OC(C)=O (stereo not given)	4	-0.3	6.9	4	4	-1.0	6	0.6	-0.1	-1.1	-0.3
Nc1nc(SCC(=O)Nc2ccc(Cl)c([N+](=O)[O-])c2)n[nH]1	-3	-0.8	-3.0	2	0	-1.3	-4	-1.0	-3.0	-1.1	-0.9
COc1cc2cc(C(=O)N[C@@H](Cc3ccccc3)C(=O)O)n(C)c2c(OC)c1OC	-2	1.3	-0.7	0	-3	-1.4	1	1.0	0.5	-0.7	0.0
COc1ccc(/C=C(/NC(=O)c2ccccc2)C(=O)NC(Cc2c[nH]c3ccccc23)C(=O)O)cc1 (stereo not given)	-1	0.8	2.6	3	-3	2.0	-57	-0.2	0.7	0.0	-0.2
c1ccc(-n2nnnc2-c2cnc(-c3ccncc3)nc2-c2cccs2)cc1	-19	0.3	-1.4	-9	1	-2.8	-6	0.4	-0.4	-1.0	0.9
O=C(CNC(=S)N(CCCN1CCOCC1)Cc1cccs1)NC1CC1	3	-1.7	-1.7	8	0	3.0	7	-0.9	0.2	-1.9	3.7
Cc1ccc2c(c1)N(C(=O)CCC(=O)N1CCC(C(N)=O)CC1)CC(C)O2 (stereo not given)	2	0.3	-2.4	-2	-2	0.7	-2	0.2	1.4	-0.8	2.4
Cc1cc2nnc(SCC(=O)N3CCCCC3)n2c(N)n1	0	2.7	3.8	0	-2	-0.4	-1	-0.5	0.8	0.5	0.3
O=S(=O)(CCNCc1cccs1)c1ccc(Cl)cc1	2	0.7	-2.0	1	3	-2.7	1	0.1	0.1	-1.7	-0.9
Cc1ccc(-n2[nH]c(C)c(/C=N/NC(=O)c3ccc([N+](=O)[O-])cc3)c2=O)c(C)c1	-1	.	0.2	1	3	-0.6	2	0.6	-0.1	-0.1	1.9
CC(C)(C)C(=O)OC/C(N)=N/OC(=O)c1ccc(Cl)cc1	-1	-1.4	0.8	2	-1	-0.3	2	0.7	0.4	-1.6	0.1
Cc1ccc(-c2cnc(-c3ccncc3)o2)cc1	0	0.0	9.2	-4	6	2.4	0	74*	0.9	-1.5	5.1
COc1ccc(C(=O)COC(=O)CCN2C(=O)C3C4CCC(C4)C3C2=O)cc1 (stereo not given)	3	-0.1	-1.1	2	1	0.6	-5	-0.3	-0.4	-1.8	-0.3
COc1ccc(-c2cnc3n2CCCCC3)cc1	1	-1.2	-0.5	0	-1	-1.4	5	0.3	-0.5	-1.7	-0.3
CCOC(=O)N1CCN(C(=O)c2ccc(OCC)cc2)CC1	-5	0.0	0.0	-6	3	-1.5	1	0.0	-0.1	-1.4	2.4
COC(=O)CN1CCN(C(=O)c2ccco2)CC1	0	0.8	3.6	1	2	0.9	3	-0.2	0.6	-1.2	-0.6
CC(=O)c1ccc(S(=O)(=O)N(C)CC(=O)NCc2ccco2)cc1	5	-0.3	1.0	6	6	0.8	0	0.2	2.4	-0.7	1.4

Rewritten with values under each structure: 2 of the compounds above.
The line under a structure holds: NPR1 activator	DAX1 inh-1	hgDAF12 agonist	NPR2 activator	SMARCA2 activ	hcDAF-12 act	sPLA2-III inh	proKLK7 act	DAX1 inh-2	ssDAF-12 act	GAA850 FXN act
> O=S(=O)(CCNCc1cccs1)c1ccc(Cl)cc1
 : 2	0.7	-2.0	1	3	-2.7	1	0.1	0.1	-1.7	-0.9
> Cc1ccc(-n2[nH]c(C)c(/C=N/NC(=O)c3ccc([N+](=O)[O-])cc3)c2=O)c(C)c1
 : -1	.	0.2	1	3	-0.6	2	0.6	-0.1	-0.1	1.9

The list goes on.
SMILES	NPR1 activator	DAX1 inh-1	hgDAF12 agonist	NPR2 activator	SMARCA2 activ	hcDAF-12 act	sPLA2-III inh	proKLK7 act	DAX1 inh-2	ssDAF-12 act	GAA850 FXN act
CCOC(=O)C1CCN(C(=O)COc2ccc3c(C)cc(=O)oc3c2)CC1	1	0.8	-1.1	-1	-1	-1.7	8	-1.7	-0.2	-0.6	0.7
O=C(NC1CCS(=O)(=O)C1)c1cc2c(=O)n3ccccc3nc2n1Cc1ccccc1 (stereo not given)	14	1.3	0.0	6	0	0.1	-6	4.6	-0.3	-1.0	-0.7
COc1ccc(N2CCN(C(CNC(=O)C(C)C)c3ccc4c(c3)OCO4)CC2)cc1 (stereo not given)	0	0.0	0.8	4	1	-1.8	2	-0.5	0.3	-1.1	1.8
COc1ccc(Nc2nc(NCc3ccco3)nc(N/N=C/c3ccccc3F)n2)cc1	4	-2.2	3.1	5	0	-0.3	-14	-0.5	-1.1	-1.1	-1.1
C#Cc1ccc([C@H]2C=C(C(=O)OCC=C)O[C@@H](OCCCCO)C2)cc1	-3	-0.8	-0.8	0	0	-1.0	5	2.0	0.1	-1.0	0.5
CSc1nc(Oc2ccc3ccccc3c2)c2ccccc2n1	-3	0.7	1.9	-2	-1	0.9	-1	0.0	-0.7	-1.1	0.9
NS(=O)(=O)c1ccc(CCNC(=O)c2nc(CS(=O)(=O)c3ccc(Cl)cc3)no2)cc1	1	-0.2	2.0	6	-3	0.5	-13	0.4	-0.2	-0.9	0.0
O=c1cc(CN2CCN(c3ccccc3F)CC2)c2cc3c(cc2o1)CCCC3	-6	0.4	2.6	-3	-3	0.8	-5	-0.2	-0.3	-1.6	-1.4
Cc1ccc(NCc2nnc(SCC(=O)Nc3cc(C)on3)n2C)cc1	1	-0.3	0.6	-3	0	0.8	9	-0.1	0.3	-0.4	0.3
C/C(=C\c1cccc(Br)c1)C(=O)c1c(C)cc(C)[nH]c1=O	-20	0.6	0.5	-4	-2	2.4	-2	0.0	-0.3	-1.3	-3.3
CC(=O)c1cccc(OCc2cc(C(=O)N(C)CCC3CCOCC3)no2)c1	-1	0.7	3.9	-7	1	1.0	-5	-0.1	1.6	-0.8	2.9
CC(=O)c1ccc(N(C(=O)CNC(=O)c2cccs2)C(C(=O)NCC2CCCO2)c2ccccc2)cc1 (stereo not given)	1	0.3	-1.1	2	-4	-1.6	5	-0.6	0.0	-0.8	1.2
COc1ccc(NC(=O)CN2C(=O)c3ccccc3S2(=O)=O)cc1OC	5	2.1	0.6	-1	2	0.3	5	-0.4	-0.1	-0.8	2.1
COC(=O)c1cc(S(=O)(=O)NCc2ccccc2)c[nH]1	-4	-0.7	-4.0	2	-3	0.4	4	0.1	0.0	-0.6	-1.4
CC1CCc2cc(F)ccc2N1C(=O)C1(C)CC1(Cl)Cl (stereo not given)	4	-1.4	1.0	0	-6	-0.7	2	0.1	-0.8	-0.2	0.7
CCOC(=O)C(CCc1ccccn1)c1ccccc1 (stereo not given)	-6	0.6	0.0	-2	-1	0.0	6	0.2	0.5	-1.4	0.8
CC(C)C(=O)Nc1ccc2c(c1)C(=O)NC2=O	-4	0.2	-6.5	2	-2	-1.6	4	-167	0.4	-0.9	-0.8
O=C1CSC(=S)N1c1ccc(O)cc1	5	-0.5	2.1	4	-1	4.8	-16	0.3	-0.1	0.0	1.7
O=C(Nc1cc(C(F)(F)F)ccc1Cl)c1ccc(NC(=O)C(F)(F)F)cc1	0	-1.0	5.4	-1	-3	2.6	16	-0.5	-1.7	-1.4	4.2
COc1ccc(C(=O)Nc2cc(C(=O)c3ccccc3)c(C)oc2=O)cc1	3	-0.6	1.4	-5	6	-0.1	-12	0.1	-0.1	-1.7	12*
O=C(NCC(=O)N1CC(O)CC1C(=O)N1CC(O)CC1C(=O)OCc1ccccc1)OCc1ccccc1 (stereo not given)	-2	0.3	-1.3	2	-1	-1.1	-2	0.3	-0.5	-0.9	3.9
O=[N+]([O-])c1cc(-c2csc(NC(CO)c3nc4ccccc4n3CCOCCO)n2)ccc1Cl (stereo not given)	-1	0.2	-1.8	-7	4	0.6	-16	0.0	0.3	-0.4	3.4
COc1ccc(C(O)c2nc(-c3ccc(OC)nc3)cs2)cc1 (stereo not given)	-2	.	-1.0	-5	-1	-1.1	2	0.3	-0.7	-1.4	0.2
O=C(O)c1cc(S(=O)(=O)NCCOc2ccccc2)ccc1Cl	0	-0.4	-0.4	-2	-3	-0.1	6	0.3	-0.4	-0.7	1.4
COC(=O)c1ccccc1NC(=O)N1CCN(S(=O)(=O)c2ccc(Cl)cc2)CC1	-9	0.5	-0.1	-9	-3	0.3	4	0.1	0.0	-0.8	0.4
COc1ccc(CNc2nc3c(c(=O)n(Cc4ccc(F)cc4)c(=O)n3C)n2C)cc1	1	0.5	1.0	4	-1	0.7	6	-0.3	-0.7	-1.9	-1.7
O=C(COC(=O)c1cc([N+](=O)[O-])ccc1N1CCOCC1)Nc1cc(F)ccc1F	8	-1.3	-2.4	5	-2	-2.0	1	-0.3	-2.5	-0.8	1.4

proKLK7 act: what is marked active above.
SMILES | NPR1 activator | DAX1 inh-1 | NPR2 activator | SMARCA2 activ | hcDAF-12 act | sPLA2-III inh | proKLK7 act | DAX1 inh-2 | ssDAF-12 act | GAA850 FXN act
Cc1ccc(-c2cnc(-c3ccncc3)o2)cc1 | 0 | 0.0 | -4 | 6 | 2.4 | 0 | 74* | 0.9 | -1.5 | 5.1

High-throughput results (PubChem)
